Screening results: PubChem BioAssay, several laboratories
AGP1-GFP MLPCN = yeast TOR pathway AGP1-GFP modulation. GFP response vs DMSO, % at 10 µM. actives 0.02% (n = 320,000). AID 2066. S. cerevisiae AGP1-GFP multiplex flow cytometry, 3 h; GFP as percent of DMSO wells;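 active = GFP response relative to DMSO above a set limit, near screen average plus 3 SD, cut at about 150% in these data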;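 also: median GFP channel fluorescence of the gated AGP1 strain per well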
LAP4 TOR yeast = yeast TOR pathway LAP4-GFP modulation; S. cerevisiae LAP4-GFP multiplex, flow cytometry GFP, 3 h; median GFP as percent of DMSO wells; GFP response vs DMSO, % at 10 µM; actives 0.34% (n = 320,000);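 active = GFP response vs DMSO above a set limit, about the screen mean plus 3 SD, cut at about 150% in these data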
CIT2-GFP yeast = yeast TOR pathway CIT2-GFP modulation; S. cerevisiae CIT2-GFP strain, flow cytometry, 3 h; 100 means same as DMSO wells; GFP response vs DMSO, % at 10 µM; actives 0.065% (n = 320,000);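 active = GFP response relative to DMSO above a set limit, near the screen mean plus 3 SD, cut at about 150% in these data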;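 also: ratio of well median GFP fluorescence to mean of DMSO wells on the plate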
GASC-1 inh = human JMJD2C demethylase inhibition; Q9H3R0; GST-JMJD2C(1-420) H3K9me3 demethylation, DELFIA europium; inhibition, % at 2.35 µM; actives 0.069% (n = 330,000);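 active = more than half of a compound's replicate wells show inhibition beyond 50%, single wells judged on their own value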;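 also: signal counts dimethyl H3K9 product captured on neutravidin plate; 0% = median of DMSO wells and 100% = 0.3 times that DMSO median; strong numbers were not always called active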
Target sequence (Q9H3R0 1-420 limits assumed): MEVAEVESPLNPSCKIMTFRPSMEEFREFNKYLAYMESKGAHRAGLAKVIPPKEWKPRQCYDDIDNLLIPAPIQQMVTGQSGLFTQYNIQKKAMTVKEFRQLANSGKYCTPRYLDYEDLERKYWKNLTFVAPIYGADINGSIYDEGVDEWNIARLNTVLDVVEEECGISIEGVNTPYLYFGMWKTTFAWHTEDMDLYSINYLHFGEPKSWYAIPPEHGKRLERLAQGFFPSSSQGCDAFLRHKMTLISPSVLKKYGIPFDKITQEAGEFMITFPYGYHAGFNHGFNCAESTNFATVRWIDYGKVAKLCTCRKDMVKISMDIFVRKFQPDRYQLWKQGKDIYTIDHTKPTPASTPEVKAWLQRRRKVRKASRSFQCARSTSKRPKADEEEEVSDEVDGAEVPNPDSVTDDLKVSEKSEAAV
VLA-4 inh = inhibition in a human VLA-4 binding assay | VLA-4 expressing cells, ligand binding flow cytometry | inhibition, % (about 7 µM as worked out from the volumes in the protocol) | P13612 | actives 0.2% (n = 330,000); in the data active = inhibition above about 50%
MEP2 TOR yeast = modulators of TOR pathway MEP2-GFP in S. cerevisiae | S. cerevisiae MEP2-GFP strain, flow cytometry GFP, 3 h; 100% = DMSO control level | actives 0.51% (n = 330,000) | AID 2016 | GFP response vs DMSO, % at 10 µM;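 active = GFP response versus DMSO above a set limit, roughly screen mean plus 3 SD, cut at about 180% in these data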;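 also: median GFP fluorescence of the barcode-gated MEP2-GFP cells per well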
RPL19A-GFP yeast = alters RPL19A-GFP fluorescence in TOR pathway yeast screen | S. cerevisiae RPL19A-GFP strain, flow cytometry, 3 h; stronger effect = lower value | AID 2025 | percent response vs DMSO, % at 10 µM | actives 0.3% (n = 330,000);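 active = percent response vs DMSO below 50%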;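 also: median channel GFP fluorescence of the barcoded RPL19A-GFP strain; ratio of sample median GFP to plate DMSO average so 100% = DMSO; lower means less RPL19A-GFP as with rapamycin TOR inhibition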
GRK2 inh = human GRK2 inhibition via aptamer displacement | actives 0.59% (n = 330,000) | AID 488847 | P25098 | inhibition of aptamer binding, % at 10 µM | bead flow cytometry, FAM-aptamer displacement from GRK2;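 active = inhibition of aptamer binding above 40%, roughly 3 SD of noise, on plates passing a quality check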;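 also: median bead fluorescence of bound FAM aptamer so fluorescent compounds give negative values; no value below 0 was filed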
Target sequence (P25098 whole entry, looked up): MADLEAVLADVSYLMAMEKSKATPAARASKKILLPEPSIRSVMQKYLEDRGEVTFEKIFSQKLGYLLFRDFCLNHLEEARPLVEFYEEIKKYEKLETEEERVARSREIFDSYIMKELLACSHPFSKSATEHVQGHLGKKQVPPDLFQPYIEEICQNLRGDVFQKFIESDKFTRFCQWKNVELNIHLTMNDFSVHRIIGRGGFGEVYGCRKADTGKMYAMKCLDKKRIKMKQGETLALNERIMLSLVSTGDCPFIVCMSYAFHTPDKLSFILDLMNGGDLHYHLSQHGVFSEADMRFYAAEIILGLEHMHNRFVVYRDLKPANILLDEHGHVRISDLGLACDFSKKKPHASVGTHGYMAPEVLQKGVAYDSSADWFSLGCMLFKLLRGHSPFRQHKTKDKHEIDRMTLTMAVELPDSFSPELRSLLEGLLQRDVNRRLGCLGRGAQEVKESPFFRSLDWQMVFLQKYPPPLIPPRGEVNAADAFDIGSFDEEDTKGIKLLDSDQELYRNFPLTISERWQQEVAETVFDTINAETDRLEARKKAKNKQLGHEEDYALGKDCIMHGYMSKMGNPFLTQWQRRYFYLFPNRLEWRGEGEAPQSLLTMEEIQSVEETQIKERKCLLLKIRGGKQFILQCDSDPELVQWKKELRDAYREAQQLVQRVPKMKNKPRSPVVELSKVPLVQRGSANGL
Active calls of the source: *; x = no result given; & = joins results of further samples.

no. | structure | GASC-1 inh | MEP2 TOR yeast | RPL19A-GFP yeast | CIT2-GFP yeast | GRK2 inh | VLA-4 inh | LAP4 TOR yeast | AGP1-GFP MLPCN
1 | Cc1ccc(SC(=O)c2c(C)noc2-c2cc(C)on2)cc1 | -10 | 105 | 97 | 90 | 1 | 11 | 155* | 108
2 | C=C(C)CNC(=S)N/N=C/C1=CCC2CC1C2(C)C (stereo not drawn) | -5 | 100 | 101 | 94 | 2 | 0 | 103 | 94
3 | COc1ccc(CN(C)CC(=O)c2c(N)n(Cc3ccccc3)c(=O)n(C)c2=O)c(OC)c1 | 33&4 | 94 | 100 | 99 | 0 | 6 | 101 | 105
4 | Cc1ccc(S(=O)(=O)Nc2nc(C)c(C(=O)Nc3ccccc3)s2)cc1 | 5 | 110 | 111 | 116 | 0 | 7 | 104 | 103
5 | O=C(CCc1nc(-c2ccccc2)no1)NC1CCCCCC1 | x | 95 | 95 | 87 | 0 | 5 | 105 | 95
6 | Cc1ccc(C2NC(=O)NC3=C2CCc2ccccc23)cc1 (stereo not drawn) | x | 103 | 99 | 98 | 1 | 9 | 106 | 98
7 | COc1ccc(C(=O)NCc2cccnc2)cc1OC | -34 | 91 | 100 | 100 | 0 | 3 | 98 | 103
8 | CC(=O)c1cccc(NC(=S)NC(=O)c2ccc(C)cc2Cl)c1 | 6 | 108 | 105 | 99 | 0 | 6 | 90 | 94
9 | O=C(Cc1ccccc1Cl)Nc1cccc(S(=O)(=O)N2CCOCC2)c1 | 5 | 107 | 109 | 110 | 1 | -3 | 105 | 103
10 | O=C(Cn1c(=O)oc2ccccc21)N1CCCCC1 | 13 | 100 | 99 | 103 | 0 | 15 | 97 | 107
11 | NC(=O)c1c(C(F)(F)F)cc(-c2ccccc2)nc1NCCO | 38 | 100 | 103 | x | 0 | 2 | 92 | 102
12 | COc1cccc(C(=O)NCCSc2c(C)[nH]c3ccccc23)c1OC | 4 | 100 | 96 | 96 | 4 | 1 | 103 | 100
13 | Cc1cc(-c2nnc(SCC(=O)Nc3ccc(C(F)(F)F)cc3)n2C)no1 | 16 | 106 | 102 | 104 | 1 | -3 | 114 | 107
14 | CCCCN1C2CCCC1CC(NC(=O)c1ccc(OC)c(OC)c1)C2 (stereo not drawn) | -3 | 104 | 103 | 113 | 4 | 12 | 95 | 111
15 | COc1ccc(NCc2nnc(SCC(=O)Nc3ccccc3)n2C)cc1 | -3 | 104 | 104 | 102 | 5 | 2 | 94 | 106
16 | COC(=O)c1ccccc1NC(=O)c1ccc(COc2ccc(C)c(C)c2)o1 | -3 | 103 | 101 | 103 | 1 | -23 | 101 | 98
17 | Cc1oc2cc3oc(=O)c(CCC(=O)N[C@H](C(=O)O)C(C)C)c(C)c3cc2c1C | -9 | 112 | 102 | 98 | 0 | 4 | 96 | 93
18 | COc1ccc(/C=N/Nc2nc(-c3ccc(C)cc3)c(NC(C)=O)s2)cc1OC | 1 | 99 | 97 | 105 | 0 | -7 | 108 | 106
19 | COc1ccc2[nH]c(C(=O)O)c(NC(=O)c3ccccc3[N+](=O)[O-])c2c1 | 4 | 109 | 101 | 107 | 5 | -13 | 102 | 102
20 | Clc1cccc(Cl)c1Cn1cnc2c(NCc3ccco3)ncnc21 | 3 | 102 | 103 | 107 | 0 | 4 | 98 | 109
21 | CC(C)/C=C/C(=O)N1CCC(N2CCC(C(=O)NCc3ccccn3)CC2)CC1 | -26 | 103 | 104 | 114 | 0 | -4 | 105 | 107
22 | CSc1c2c(nc3ncnn13)CCC2 | -15 | 102 | 99 | 84 | 2 | 5 | 97 | 98
23 | COc1ccc(C(C(=O)NC(C)(C)C)N(Cc2cccnc2)C(=O)CCC(=O)Nc2cc(C)on2)cc1 (stereo not drawn) | 6 | 102 | 102 | 102 | 0 | -3 | 101 | 106
24 | COc1ccc(C2=NS(=O)(=O)N(C)C(C(=O)N3CCc4ccccc4C3)=C2)cc1OC | 5 | 104 | 97 | 100 | 0 | 17 | 94 | 97
25 | CCOc1ccc(NC(=O)CN(C)C(=O)c2c(C)nn(-c3ccc(F)cc3)c2Cl)cc1OCC | 0 | 101 | 102 | 95 | 3 | 16 | 115 | 111
26 | C#CCOCCOCCOCCNc1nc(N2CCOCC2)nc(N2CCN(C(=O)[C@H](C)n3cc(CCCN=C(N)N)nn3)CC2)n1 | 5 | 95 | 105 | 83 | 0 | -4 | 107 | 92
27 | CN1CCN(C(=O)c2ccc(COc3ccc(C(C)(C)C)cc3)o2)CC1 | 1 | 105 | 103 | 102 | 1 | 1 | 102 | 98
28 | O=C(Nc1ccc(S(=O)(=O)Nc2ncccn2)cc1)C1=NN(c2ccccc2)C(=O)CC1 | -6 | 101 | 100 | 89 | 0 | 2 | 96 | 101
29 | COC(=O)c1c(NC(=S)NN2CCOCC2)sc2c1CCCC2 | 0 | 96 | 93 | 97 | 1 | 18 | 89 | 93
30 | O=C(O)CC/C(=C\c1cc([N+](=O)[O-])ccc1Cl)c1nc2ccccc2s1 | 2 | 100 | 98 | 91 | 2 | 20 | 94 | 80

By substructure, the compounds so far containing a tert-butyl group.
no. | structure | GASC-1 inh | MEP2 TOR yeast | RPL19A-GFP yeast | CIT2-GFP yeast | GRK2 inh | VLA-4 inh | LAP4 TOR yeast | AGP1-GFP MLPCN
23 | COc1ccc(C(C(=O)NC(C)(C)C)N(Cc2cccnc2)C(=O)CCC(=O)Nc2cc(C)on2)cc1 (stereo not drawn) | 6 | 102 | 102 | 102 | 0 | -3 | 101 | 106
27 | CN1CCN(C(=O)c2ccc(COc3ccc(C(C)(C)C)cc3)o2)CC1 | 1 | 105 | 103 | 102 | 1 | 1 | 102 | 98

Shown screen by screen: entries from further up
(7) COc1ccc(C(=O)NCc2cccnc2)cc1OC
(8) CC(=O)c1cccc(NC(=S)NC(=O)c2ccc(C)cc2Cl)c1
(9) O=C(Cc1ccccc1Cl)Nc1cccc(S(=O)(=O)N2CCOCC2)c1
(10) O=C(Cn1c(=O)oc2ccccc21)N1CCCCC1
Assay by compound,7,8,9,10
GASC-1 inh,-34,6,5,13
MEP2 TOR yeast,91,108,107,100
RPL19A-GFP yeast,100,105,109,99
CIT2-GFP yeast,100,99,110,103
GRK2 inh,0,0,1,0
VLA-4 inh,3,6,-3,15
LAP4 TOR yeast,98,90,105,97
AGP1-GFP MLPCN,103,94,103,107

Carrying on.
no. | structure | GASC-1 inh | MEP2 TOR yeast | RPL19A-GFP yeast | CIT2-GFP yeast | GRK2 inh | VLA-4 inh | LAP4 TOR yeast | AGP1-GFP MLPCN
31 | CCCOc1ccc(/C=c2\sc3nc(-c4ccco4)nn3c2=O)cc1OCC | -17 | 118 | 112 | 112 | 0 | 25 | 106 | 99
32 | CC(C)CNC(=O)c1cccc(Cn2cc(Cl)cn2)c1 | 3 | 103 | 100 | 102 | 0 | 13 | 99 | 106
33 | O=C(NCCc1ccc(Cl)cc1)c1cc(S(=O)(=O)N2CCCCC2)c[nH]1 | 23 | 101 | 101 | 101 | 7 | -5 | 108 | 103
34 | C[C@H](CO)N1C[C@H](C)[C@@H](CN(C)Cc2ccc(Cl)c(Cl)c2)Oc2c(NC(=O)C3CCOCC3)cccc2C1=O | 29 | 92 | 93 | 98 | 2 | -10 | 93 | 94
35 | COc1ccc(CN2CCNC(=O)C2CC(=O)N2CCCO2)c(OC)c1 (stereo not drawn) | 13 | 98 | 102 | 101 | 0 | 9 | 92 | 97
36 | O=C1NC(Cc2ccccc2)c2nc3ccc(F)cc3c(=O)n2-c2cc(Cl)ccc21 (stereo not drawn) | 6 | 92 | 98 | 99 | 2 | 1 | 94 | 103
37 | Cc1cc(=O)nc2c3ccccc3n(C(C)C(=O)NCCN3CCOCC3)n12 (stereo not drawn) | 3 | 83 | 89 | 94 | 0 | 3 | 90 | 88
38 | CC(NC(=O)Cc1ccccc1)C(c1ccccc1)N1CCOCC1 (stereo not drawn) | 1 | 102 | 94 | 85 | 2 | 10 | 97 | 95
39 | COc1cc(OC)cc(C(=O)NCC(=O)Nc2ccc(C)c(Cl)c2)c1 | -2 | 104 | 103 | 103 | 0 | 7 | 95 | 97
40 | Cc1ccnc(NS(=O)(=O)c2ccc(NC(=O)C3CCCCC3C(=O)O)cc2)n1 (stereo not drawn) | 3 | 119 | 101 | 100 | 0 | 13 | 100 | 108
41 | COCCn1c(C)cc(C(=O)COC(=O)c2ccc(-n3nc(C)cc3C)cc2)c1C | 5 | 92 | 91 | 86 | 2 | -2 | x | 92
42 | COc1ccc(S(=O)(=O)N2CCC(C(=O)NCc3cccnc3)CC2)cc1OC | 9 | 93 | 96 | 85 | 0 | 8 | 77 | 91
43 | CCOC(=O)c1c(-c2ccccc2)oc2ccc(OCC(=O)O)cc12 | 1 | 100 | 94 | 64 | 0 | -3 | 122 | 82
44 | O=C1COc2ccc(C(=O)c3ccccc3C(=O)NCc3ccccc3)cc2N1 | 6 | 95 | 99 | 98 | 30 | 8 | 94 | 101
45 | C=CC[C@H](CC(=O)N(CCO)Cc1ccccc1)C(=O)N[C@H](COC(=O)[C@@H](CC=C)Cc1ccc(F)cc1)Cc1ccccc1 | 5 | 103 | 97 | 96 | 3 | 5 | 97 | 101
46 | CC(c1ccc(C(C)(C)C)cc1)S(=O)CC(O)CO (stereo not drawn) | 0 | 110 | 111 | 109 | 0 | 3 | 103 | 106
47 | O=C(O)CSCC(=O)Nc1ccccc1SCCS(=O)(=O)c1ccc(Cl)cc1 | 1 | 106 | 109 | 99 | 0 | -4 | 93 | 103
48 | COc1cc(COCC(O)CN2CCOCC2)cc(OC)c1OC (stereo not drawn) | -7 | 111 | 101 | 97 | 1 | 0 | 101 | 105
49 | Cc1ccc(C(=O)COC(=O)CNC(=O)COc2ccccc2C)cc1C | -22 | 103 | 97 | 93 | 2 | 4 | 106 | 103
50 | Cc1cc(Cl)ccc1NC(=O)CN1CCC(C(O)(c2ccccc2)c2ccccc2)CC1 | 5 | 106 | 101 | 104 | 0 | 9 | 101 | 103
51 | Cc1ccc(S(=O)(=O)n2nc(OC(=O)C3CCCCC3)cc2N)cc1 | 4 | 99 | 100 | 92 | 3 | -2 | 96 | 96
52 | CCOc1ccc(NC(=O)CN(C)C(=O)c2cccnc2Sc2ccccc2Cl)cc1OCC | -2 | 98 | 96 | 104 | 0 | -5 | 110 | 105
53 | CCCOc1cccc(-c2cc(C(=O)N/N=C/c3cccnc3)c3ccccc3n2)c1 | -4 | 105 | 120 | 101 | 11 | 19 | 81 | 98
54 | CCOC(=O)[C@@H]1[C@H]2COc3cc(OC)ccc3[C@H]2N2C(=O)N(c3ccc(C(F)(F)F)cc3)C(=O)[C@@]12C | 1 | 94 | 91 | 68 | 0 | 9 | 129 | 77
55 | COCCNC(=O)c1n[nH]c2ccccc12 | 9 | 105 | 105 | 99 | 0 | -3 | 93 | 101
56 | Cc1cc(C)c2c(c1)NC(C(=O)O)C1CC=CC21 (stereo not drawn) | -40 | 102 | 85 | 89 | 93* | -85 | 119 | 92
57 | Cc1cc(C)c(S(=O)(=O)NC(C)C)c(C)c1-n1cnnn1 | -2 | 93 | 87 | 93 | 3 | 7 | 94 | x
58 | Cc1c(Cl)cccc1NC(=S)N1CCC(N(C)CC2CCCO2)CC1 (stereo not drawn) | -12 | 110 | 105 | 102 | 1 | 3 | 105 | 99
59 | COc1ccc(CN2C(=O)c3cccnc3C2O)cc1 (stereo not drawn) | 0 | 98 | 98 | 93 | 0 | 7 | 94 | 99
60 | COCCCNC(=O)/C(C#N)=C/c1c(N2CCN(c3ccccc3)CC2)nc2ccccn2c1=O | -5 | 103 | 102 | 100 | 1 | -2 | 100 | 101
61 | CC(=O)C(C)Oc1ccc(Cc2ncc(C(F)(F)F)cc2Cl)cc1 (stereo not drawn) | -23 | 93 | 97 | 88 | 0 | -2 | 91 | 90
62 | O=C(COC(=O)C(CO)NS(=O)(=O)c1ccc(Br)cc1)Nc1ccc2c(c1)OCCO2 (stereo not drawn) | 2 | 95 | 95 | 102 | 0 | 1 | 98 | 93
